USP1 inh: USP1/UAF1 (human) deubiquitinase inhibition; recombinant USP1/UAF1, Ub-Rhodamine cleavage fluorescence; Potency, µM (doses to about 57.1 µM), for inactives: top-dose activity change, negative = inhibition, hits mostly inhibitors; 0.23% of 390,000 active; note: % is set by controls: 0 for no effect and ±100 for the full control effect; nearly all actives have a fitted effect of over 60% in size; inactives centre near -12
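High-throughput fluorogenic screen: 1nM USP1/UAF1 complex, Ub-Rho substrate 150nM final, 50mM HEPES pH 7.8 with 0.5mM EDTA, 0.1 mg/ml BSA, 1mM TCEP and 0.01% Tween-20.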
RXFP1 agonist: agonists of human relaxin receptor RXFP1; Q9HBX9; Potency, µM (highest dose often 57.5 µM), for the others: top-dose activation, actives largely listed as activators; 0.3% of 370,000 active; HEK293T-RXFP1 cAMP TR-FRET, 30 min; response scale: percent of porcine relaxin response, buffer zero; AID 2676; note: % is set by controls: 0 for no effect and ±100 for the full control effect; nearly all actives have a fitted effect of over 60% in size; many of its hits are not listed in these tables
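HEK293T cells stably expressing RXFP1 were pretreated with the PDE4 inhibitor Ro 20174, exposed to compounds for 30 min at 37C, lysed, and cAMP was read by TR-FRET. Data normalized to buffer (basal) and 29 nM porcine relaxin (100%).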
TrxR1 substrate: substrates of rat thioredoxin reductase 1. purified TrxR1 substrate turnover, NADPH consumption readout. AID 588456. O89049. Potency, µM (titrated, usually from 114 µM), for the others: top-dose activity change, negative = substrate turnover. 0.01% of 390,000 active; note: % is set by controls: 0 for no effect and ±100 for the full control effect; nearly all actives have a fitted effect of over 50% in size
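Rat TrxR1, dispensed at 90 nM, was prereduced with 400 uM NADPH (final) for 5 min at ~22 deg C, then incubated with compound 15 min before 400 uM selenite. A first-read NADPH fluorescence drop versus no-compound background flagged substrates.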
Vif-APOBEC3F blk: inhibitors of Vif-A3F interaction; HeLa A3F-eYFP + Vif (tagged APOBEC3F with the HIV-1 protein that degrades it), YFP fluorescence increase; Potency, µM (top dose mostly 46.1 µM), for the others: at the highest dose activity, negative = active; 0.2% of 390,000 active; AID 602313; note: % of control where 0% means no effect; nearly all actives have a fitted effect of over 65% in size
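HeLa cells stably expressing A3F-eYFP plus Vif, plated and incubated overnight at 37 deg C, then exposed to compounds overnight at 37 deg C. Blocked degradation read as raised yellow fluorescence (Ex 488/Em 500-530).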
RGS4 inh: human RGS4 inhibition; Transcreener GDP fluorescence polarization, RGS4-accelerated GTP hydrolysis; P49798; 0.039% of 390,000 active; AID 504845; Potency, µM (series often up to 114 µM), for inactives: at the top dose activity change, negative = inhibition, usual class: inhibitors; note: % is set by controls: 0 for no effect and ±100 for the full control effect; nearly all actives have a fitted effect of over 75% in size; some results filed as inactive show a strong effect at the top dose
Target sequence (P49798 whole entry, looked up): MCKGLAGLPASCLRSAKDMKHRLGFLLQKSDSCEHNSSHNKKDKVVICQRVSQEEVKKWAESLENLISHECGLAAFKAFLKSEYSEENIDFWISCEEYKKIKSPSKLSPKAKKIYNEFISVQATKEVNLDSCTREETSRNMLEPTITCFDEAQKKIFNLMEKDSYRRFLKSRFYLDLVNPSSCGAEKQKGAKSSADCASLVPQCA
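MLSMR compounds (23 nl, pin-transferred) preincubated 10 min at room temperature with a 500nM (2x) first reagent, then RGS4 at 900nM (2x) plus Transcreener GDP mix added; fluorescence polarization (620/688 nm) read before and after 90 min at 30 °C.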
ALOX12 inh: ALOX12 (human) lipoxygenase inhibition; AID 1671190; 1.1% of 580,000 active; purified 12hLO, xylenol orange hydroperoxide absorbance; Potency, µM (series often up to 108 µM), for inactives: at the top dose activity change, negative = inhibition, usual class: inhibitors; P18054; note: % is set by controls: 0 for no effect and ±100 for the full control effect
Target sequence (P18054 whole entry, looked up): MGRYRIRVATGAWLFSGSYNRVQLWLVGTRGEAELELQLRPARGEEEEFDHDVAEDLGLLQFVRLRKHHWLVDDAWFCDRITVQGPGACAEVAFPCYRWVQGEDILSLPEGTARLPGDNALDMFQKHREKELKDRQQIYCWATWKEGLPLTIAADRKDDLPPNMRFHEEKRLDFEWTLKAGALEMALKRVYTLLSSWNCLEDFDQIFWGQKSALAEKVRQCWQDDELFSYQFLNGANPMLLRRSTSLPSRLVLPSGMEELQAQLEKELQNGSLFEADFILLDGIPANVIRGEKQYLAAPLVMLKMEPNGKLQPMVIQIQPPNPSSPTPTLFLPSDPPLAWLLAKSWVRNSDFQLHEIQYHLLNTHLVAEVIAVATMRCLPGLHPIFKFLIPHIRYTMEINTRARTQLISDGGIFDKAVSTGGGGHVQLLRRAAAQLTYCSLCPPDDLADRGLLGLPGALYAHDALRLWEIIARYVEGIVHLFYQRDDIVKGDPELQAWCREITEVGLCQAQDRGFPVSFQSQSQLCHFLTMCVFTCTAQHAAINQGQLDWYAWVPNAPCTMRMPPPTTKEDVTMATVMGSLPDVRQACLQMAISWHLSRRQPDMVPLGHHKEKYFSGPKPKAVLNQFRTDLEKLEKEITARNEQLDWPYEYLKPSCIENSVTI
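Purified human 12hLO (150 nM final) in 25 mM Hepes, 0.01% Triton X-100, pH 7.0 was preincubated 15 min at room temperature with compound. Then 40 uM arachidonic acid was added, 30 min. Hydroperoxide was read by Fe-XO absorbance ratio 573/405 nm.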
mIDH1 inhibitor: blocks human mutant IDH1 R132H enzyme; O75874; IDH1-R132H enzyme, NADPH consumption, diaphorase/resazurin fluorescence; Potency, µM (series often up to 76.6 µM), without a hit: top-dose activity change, negative = inhibition, hits mostly inhibitors; 0.093% of 390,000 active; AID 602179; note: % is set by controls: 0 for no effect and ±100 for the full control effect; nearly all actives have a fitted effect of over 65% in size
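IDH1-R132H (0.5 ug/mL dispensed) in pH 7.5 Tris buffer was preincubated 30 min with compound, then given a substrate mix of 0.016 mM NADPH and 2 mM alpha-KG for 80 min at room temperature; remaining NADPH was read by diaphorase/resazurin fluorescence.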
rTrxR1 inhibitor: inhibitors of rat thioredoxin reductase 1; O89049; recombinant rTrxR1, NADPH fluorescence consumption, selenite substrate; Potency, µM (doses to about 114 µM), without a hit: at the top dose activity change, negative = inhibition, usual class: inhibitors; 1% of 390,000 active; AID 588453; note: % is set by controls: 0 for no effect and ±100 for the full control effect; nearly all actives have a fitted effect of over 65% in size
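Rat TrxR1 (90 nM in the dispensed reagent) was pre-reduced with 400 uM NADPH for 5 min at room temperature, then incubated with compound for 15 min. After 400 uM selenite was added, NADPH fluorescence (Ex 340/Em 450 nm) was followed for 8 min.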
Vif-APOBEC3G blk: inhibitors of Vif-APOBEC3G interaction; AID 602310; 0.076% of 410,000 active; HeLa A3G-eYFP + Vif (tagged APOBEC3G with the HIV-1 protein that degrades it), YFP fluorescence, overnight; Potency, µM (top dose mostly 46.1 µM), inactives show top-dose activity, negative = active, hits mostly inhibitors;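 note: % is set by controls: 0 for no effect and ±100 for the full control effect; nearly all actives have a fitted effect of over 60% in size; hits raise eYFP signal because A3G escapes Vif-driven loss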
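Read-out is eYFP fluorescence (Ex 488/Em 500-530) from Vif-expressing HeLa A3G-eYFP cells; more signal means A3G escaped Vif-mediated degradation. Cells plated overnight, compound pinned in, incubated overnight at 37 deg C.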
* = called active by the depositor; u = inconclusive; x = not tested or not shown; & = joins results of further samples; [ ] = another dose, or the depositor's remark. Calls come from the whole dose curve; as a rule, active = well fitted curve in the direction sought with a large enough effect; inconclusive = small, poorly fitted or top-dose-only effect, or another doubt; inactive = no such curve, though single readings can be large; an effect the other way counts as inactive or inconclusive. Potency is the fitted concentration of half-maximal effect. Not all compounds are listed (hit frequency here may not be typical).

cpd | SMILES | USP1 inh | RXFP1 agonist | TrxR1 substrate | Vif-APOBEC3F blk | RGS4 inh
1 | CC(=O)CCC(=O)NC1CCCc2c1cnn2-c1ccc(C(C)(C)C)cc1 (stereo not drawn) | -24% | 1.2% | 3% | -11% | 4%
2 | Cc1ccc(Cl)cc1N1CCN(C(=O)CSc2ccsc2[N+](=O)[O-])CC1 | -11% | 2.8% | -7% | 1% | -26%
3 | COc1cccc(/C=N/Nc2ccnc(=O)[nH]2)c1O | -7% | -3.9% | -10% | 5% | 0%
4 | CCN(CC)S(=O)(=O)c1ccc2c(c1)c(=O)c(C(=O)N1CCN(c3cccc(Cl)c3)CC1)cn2C | -24% | 9.1% | -10% | 1% | 4%
5 | Cc1ccc(OCCSc2nc3ccccc3n2CCC(=O)O)cc1 | -8%&-14% | -0.5%&0.1% | 2% | 3%&-5% | 38%&-17%
6 | CCOC(=O)c1ccccc1NC(=O)CSc1nnc(Cc2cccn2C)n1-c1ccc(F)cc1 | -10% | 1.5% | -3% | 0% | -23%
7 | CCC(=O)NC(=S)Nc1ccc(NC(=O)c2ccco2)c(OC)c1 | -12% | 0.6% | -5% | -3% | -53%
8 | Cc1cccc([C@@H]2[C@@H]3C(=O)N(Cc4ccccc4)C(=O)[C@@H]3[C@]3(CC(C)C)C(=O)N(c4cccc(Cl)c4)C(=O)N23)c1 | -10% | 1.5% | 8% | 1% | 0%
9 | CC(=O)CCc1ccc(Oc2nc(-c3cccnc3)nc3ccccc23)cc1 | -26% | 1.7% | 5%[57.1 µM] | -15% | -28%
10 | CCOc1ccccc1NS(=O)(=O)c1cn(C)c(=O)n(C)c1=O | -20% | u | -2% | 0% | 11%[11.4 µM]
11 | COC(=O)c1cc2occc2n1Cc1nc(-c2ccccc2F)oc1C | u | 3.1%&3.0% | 6%&2% | -9%&-1% | 14%&1%
12 | Cc1cccc(NC(=O)CSCc2cc(=O)n3ccsc3n2)c1C | -3% | 6.5% | 7%[57.1 µM] | 0% | 18%[56.9 µM]

cpd | ALOX12 inh | mIDH1 inhibitor | rTrxR1 inhibitor | Vif-APOBEC3G blk
1 | 31%[activator] | 3% | 16% | 3%
2 | u | 3% | u | 1%
3 | 16% | -4% | -9% | -13%
4 | -24% | -5% | 5% | -3%
5 | 0%&-22% | 4%&5% | 30% | 2%&1%
6 | 25% | 7% | 6% | 2%
7 | -23% | 9% | u | -7%
8 | 1% | -2% | 33% | -5%
9 | -3% | 0% | 24% | -4%
10 | x | 0% | 2% | 2%
11 | 0%&3% | -4%&-20% | 33%&10% | 1%&2%
12 | u | -12% | 18%[57.1 µM] | -3%

Following part:
cpd | SMILES | USP1 inh | RXFP1 agonist | TrxR1 substrate | Vif-APOBEC3F blk | RGS4 inh
13 | CC1(C)CC(=O)C(C(O)c2cccc([N+](=O)[O-])c2)C(C)(C)N1 (stereo not drawn) | 0% | -1.4% | 5% | -6% | 2%
14 | O=C(Cn1cc2c(n1)CCCC2)Nc1cc(C(F)(F)F)ccc1Cl | 2% | -2.4% | -4% | -5% | 25%
15 | CC1=C[C@@H](C)[C@@H](c2ccc(C(F)(F)F)cc2)OC1=O | -20% | -1.0% | 0%&0% | -14% | 5%&-27%
16 | CN(CCO)C(=O)C(c1ccccc1)c1ccccc1 | -3% | 0.7% | 2%[57.1 µM] | 4% | 12%
17 | COc1ccc(-c2nnc(-c3ccccc3O)o2)cc1 | -14% | 15% | 6% | -3% | -13%[56.9 µM]
18 | O=C(COC(=O)c1ccc2[nH]c3c(c2c1)CCCC3)NC1CCS(=O)(=O)C1 (stereo not drawn) | -10% | 1.0% | -1%[57.1 µM] | -1% | -7%
19 | CC(C)c1ccc(S(=O)(=O)N2CCN(C(=O)CCc3nc4ccccc4c(=O)[nH]3)CC2)cc1 | -23% | x | x | -1% | x
20 | CCOCCCN(C(=O)Cn1nnc(-c2ccc(OC)c(OC)c2)n1)C(C(=O)NCC1CCCO1)c1ccc(F)cc1 (stereo not drawn) | -25% | 0.9% | 5% | 9% | -35%
21 | CSCCOC(=O)C1=C(C)Nc2ccc(C)cc2S1 | -3% | -0.2% | -10% | -6% | -40%
22 | Cc1cccc(-n2c(C)cc(/C=N/n3cnnc3)c2C)c1 | -11% | 1.2% | 9%[57.1 µM] | -7% | -12%
23 | COC(=O)c1c(C(=O)OC)c2ccncn2c1Cl | -6% | 0.5% | 13%[57.1 µM] | -1% | -40%
24 | CCCCC(=O)N1CCN(c2nc3ccc(OCC)cc3s2)CC1 | -20% | 1.8% | 3% | 8% | -16%

cpd | ALOX12 inh | mIDH1 inhibitor | rTrxR1 inhibitor | Vif-APOBEC3G blk
13 | 13% | 3% | 10% | -1%
14 | -18% | 1% | -5% | 0%
15 | -7% | 8% | 16% | -3%&-2%
16 | 13% | 3% | -3%[57.1 µM] | 0%
17 | 1% | -9% | -21% | -3%
18 | 0% | -1% | 22%[57.1 µM] | -4%
19 | u | 2% | x | -4%
20 | 14% | 15% | 11% | 0%
21 | u | 8% | 3%[57.1 µM] | 0%
22 | -3% | 2% | 7%[57.1 µM] | -1%
23 | u | -2% | 14%[57.1 µM] | -1%
24 | 1% | 7% | 20% | 0%

Following part
cpd | SMILES | USP1 inh | RXFP1 agonist | TrxR1 substrate | Vif-APOBEC3F blk | RGS4 inh
25 | CCC(=O)Nc1ccc(NC(=O)/C=C/c2ccc(Cl)cc2)cc1 | 1% | 0.3% | 1% | -15% | -49%
26 | O=C(Cc1cc(=O)[nH]c(=O)[nH]1)NCc1ccccc1 | 2% | 0.3% | -4% | -1% | 11%
27 | Cc1ccc(OCC(=O)Nc2cc(-c3nc4ccccc4[nH]3)ccc2C)c(C)c1 | u | 17% | 12% | -4% | -27%
28 | CCc1ccc2occ(CC(=O)Nc3sc4c(c3C(=O)NCCOC)CCCC4)c2c1 | -31% | -2.2% | 4% | 3% | -14%
29 | O=C(NCCCN1CCCC1=O)c1ccc2c(c1)OCO2 | -12% | -1.4% | 12%[57.1 µM] | 0% | 6%
30 | COc1ccc(NC(=O)c2cccc(NS(=O)(=O)c3ccccc3)c2)cc1 | -21% | -0.1% | -6%[2.29 µM] | 0% | 2%
31 | Cn1nnnc1Sc1ncnc2scc(-c3ccccc3Cl)c12 | x | 1.3% | 9% | 11% | -1%
32 | CCC(=O)N1c2ccccc2NC2=C(C(=O)CC(C)(C)C2)C1c1ccc(O)c(OC)c1 (stereo not drawn) | 0% | -2.8% | 3% | -1% | 4%
33 | CCOc1ccc(-n2c(=S)sc3c(=O)[nH]c(SCC(=O)NC4CCCCC4)nc32)cc1 | -27% | x | x | 4% | x
34 | CNC(=S)N(CCc1c(C)[nH]c2ccc(C)cc12)Cc1ccc(OC)c(OC)c1 | -8% | 0.9% | 0% | 1% | -37%
35 | NS(=O)(=O)c1ccc(NC(=O)Cc2c(F)cccc2Cl)cc1 | -3% | 0.0% | -1% | -12% | 8%
36 | Cc1noc(C)c1CSCC(=O)Nc1cc(Cl)ccc1N1CCCCC1 | -11% | -1.1% | -5% | -6% | -1%

cpd | ALOX12 inh | mIDH1 inhibitor | rTrxR1 inhibitor | Vif-APOBEC3G blk
25 | 16% | -1% | 11% | 2%
26 | -2% | -4% | 2% | -1%
27 | -21% | -15% | 20% | 3%
28 | 5% | 0% | 20% | -13%
29 | 0% | 0% | 40%[activator][57.1 µM] | 1%
30 | 6% | 10% | 23%[2.29 µM] | 2%
31 | -8% | x | 1% | -24%
32 | 0% | 2% | 36% | 2%
33 | -9% | u | x | -3%
34 | -5% | 14% | -1% | -12%
35 | 7% | -2% | 10% | -4%
36 | 4% | 5% | -6% | 0%

Next results follow.
cpd | SMILES | USP1 inh | RXFP1 agonist | TrxR1 substrate | Vif-APOBEC3F blk | RGS4 inh
37 | COc1cc(/C=N\NC(=O)CC#N)ccc1OC/C=C/c1ccccc1 | -14% | 2.4% | -4% | 1% | -28%
38 | N#C/C(=C(/O)COc1ccccc1)c1nc2ccccc2s1 | 4% | -0.1% | 0%[57.1 µM] | 6% | -38%
39 | O=C(NCc1ccco1)Nc1ccc2nsnc2c1 | -15% | 1.6% | 48%[activator] | -11% | -22%
40 | COc1ccc(S(=O)(=O)N2CCc3ccccc32)cc1C(=O)NCCc1ccc(S(N)(=O)=O)cc1 | -3% | x | -2% | 1% | 18%

cpd | ALOX12 inh | mIDH1 inhibitor | rTrxR1 inhibitor | Vif-APOBEC3G blk
37 | -8% | -1% | 2% | -2%
38 | -2% | -4% | 16%[57.1 µM] | -6%
39 | 52%[activator] | 20% | u | 1%
40 | -21% | -8% | 11% | 5%

Compounds above that have a thiophene ring, fused or not (three):
cpd | SMILES | USP1 inh | RXFP1 agonist | TrxR1 substrate | Vif-APOBEC3F blk | RGS4 inh
2 | Cc1ccc(Cl)cc1N1CCN(C(=O)CSc2ccsc2[N+](=O)[O-])CC1 | -11% | 2.8% | -7% | 1% | -26%
28 | CCc1ccc2occ(CC(=O)Nc3sc4c(c3C(=O)NCCOC)CCCC4)c2c1 | -31% | -2.2% | 4% | 3% | -14%
31 | Cn1nnnc1Sc1ncnc2scc(-c3ccccc3Cl)c12 | x | 1.3% | 9% | 11% | -1%

cpd | ALOX12 inh | mIDH1 inhibitor | rTrxR1 inhibitor | Vif-APOBEC3G blk
2 | u | 3% | u | 1%
28 | 5% | 0% | 20% | -13%
31 | -8% | x | 1% | -24%
